Screening results as filed in PubChem BioAssay.
Vc quorum ag: inducers of Vibrio cholerae quorum light production without autoinducers, primary screen, BH1578 luxS cqsA deficient, single point; activation, % at 18.7 µM; 0.16% of 350,000 active; V. cholerae BH1578 lux reporter, luminescence, 6 h; in the data active means activation mostly above about 9.7%, no sharp cut-off; inconclusive means no clear call, values can overlap the other calls; inactive means mostly below about 3.7%; further: not every result past the cut was called active; inactives centre near 0; reference of the scale not given here
GDH-TPI counter: GDH-TPI coupling enzyme inhibitors, primary screen, artefact control for M. tuberculosis FBA inhibitor project, biochemical, absorbance, full deck. GDH-TPI coupled enzyme counterscreen, NADH absorbance. inhibition, % at 4.8 µM. 1.2% of 360,000 active. AID 588335, 2011; in the data active means inhibition above about 30%;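 further: 0% = DMSO wells and 100% = wells lacking the enzyme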
TcdB inh: TcdB glycohydrolase inhibitors, primary screen, biochemical, single point, plate reader; Toxin B (Clostridioides difficile), P18177; TcdB glycohydrolase enzymatic assay; inhibition, % at 9.99 µM; 0.24% of 350,000 active; AID 652162, 2013; in the data active means inhibition above about 10%
Mtb FBA inh: Mtb FBA enzyme inhibitors, primary screen, biochemical, fluorescence, strain H37Rv | 2.3% of 360,000 active | inhibition, % at 1 µM | AID 588726, 2011 | purified M. tuberculosis FBA, fluorescence read-out; in the data active means inhibition above about 27%;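 further: 0% = vehicle and 100% = reference inhibitor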
Y pestis TopoI: Yersinia pestis topoisomerase I inhibitors, primary screen, biochemical, cleavage product accumulation, plate reader, single point; activity, % at 10 µM; 0.064% of 360,000 active; Y. pestis Topo-I cleavage product accumulation; AID 504884, 2011; in the data active means activity above about 50%, passing the limit was not always enough; inconclusive means no clear call, values can overlap the other calls; further: inactives centre near 2
FadD28 FP inh: inhibitors of FadD28 bisubstrate probe binding, primary screen, biochemical, fluorescence polarization, single point; 0.22% of 360,000 active; inhibition, % at 12.5 µM; Mycobacterium tuberculosis FadD28 fatty-acid-AMP ligase; in the data active means inhibition above about 8.5%, passing the limit was not always enough; inconclusive means no clear call, values can overlap the other calls
Mtb BioA inh: M. tuberculosis BioA enzyme inhibitors, primary screen, biochemical, plate reader, single point, HTS; 0.096% of 360,000 active; 7,8-diaminopelargonic acid synthase BioA (Mycobacterium tuberculosis); purified M. tuberculosis BioA enzyme; inhibition, % at 9.99 µM; in the data active means inhibition above about 40%; inconclusive means no clear call, values can overlap the other calls
Mtb UGM inh: M. tuberculosis UGM enzyme inhibitors, primary screen, biochemical, fluorescence polarization, single point; 0.06% of 320,000 active; AID 504406, 2011; purified UGM, fluorescence polarization probe displacement; inhibition, % at 10 µM; in the data active means inhibition above about 10%, passing the limit was not always enough; inconclusive means no clear call, values can overlap the other calls
PfHsp40 rescue: rescue of yeast from PfHsp40 toxicity, primary screen, S. cerevisiae, ATP luminescence; S. cerevisiae expressing PfHsp40, growth rescue; growth rescue, % at 12.5 µM; 0.68% of 340,000 active; AID 504582, 2011; in the data active means growth rescue above about 28%, passing the limit was not always enough; inconclusive means no clear call, values can overlap the other calls;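 further: yeast W303a lacking pdr1 and pdr3 grown in galactose medium; growth measured after three days at 30 °C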
* = called active by the depositor; i = inactive; ? = inconclusive; . = no result given.

SMILES | Vc quorum ag | GDH-TPI counter | TcdB inh | Mtb FBA inh | Y pestis TopoI | FadD28 FP inh | Mtb BioA inh | Mtb UGM inh | PfHsp40 rescue
CCN(CC)C(=O)C1=C(C)N(Cc2ccc(F)cc2)C(=O)C(CC(=O)NCCc2ccccn2)C1 (stereo unspecified) | -0.4 | -4 | 0.9 | 1 | -2 | -1.9 | -1.5 | . | .
Cc1c(NC(=O)c2cccc(-c3cc4ccccc4oc3=O)c2)cccc1-c1nc2ncccc2o1 | -1.4 | 5 | 0.5 | 9 | 13 | -3.6 | -0.3 | 0.6 | 0.6
CCCn1c(N)c(C(=O)COC(=O)COc2ccc(Cl)c(C)c2)c(=O)n(C)c1=O | i | -1 | 1.2 | 0 | 0 | -5.6 | -0.3 | . | 0.1
C=CCN=C1SC(C)(C)C(=O)N1S(=O)(=O)c1ccc(C)cc1 | -0.3 | 0 | 1.1 | 0 | 12 | -1.0 | -1.5 | -0.9 | -0.2
CC(C)C[C@@H](CO)N1CCN(Cc2ccc([N+](=O)[O-])cc2)CCC1=O | i | 7 | 0.9 | 2 | 1 | 0.1 | -0.4 | 1.4 | -1.7
O=c1c2c3c(sc2ncn1Cc1ccc(F)cc1)CCC3 | 25 | 4 | . | 0 | -1 | -6.9 | 0.0 | -4.8 | 0.8
CCOC(=O)c1ccc(NC(=O)CSCc2ccco2)cc1 | -0.2 | 11 | . | 0 | 8 | -2.0 | . | -2.1 | 0.1
Cc1cccc(NS(=O)(=O)c2cccc(C(=O)N3CCN(C/C=C/c4ccccc4)CC3)c2)c1 | 0.5 | -11 | 0.2 | 0 | 14 | -4.7 | 0.5 | 1.4 | -0.3
CC(C)OC(=O)CC(=O)CSc1nc2c(c(-c3cccs3)c1C#N)CCC2 | -5.5 | 3 | 0.7 | 5 | 27 | -3.7 | . | -2.3 | 1.6
COc1cccc(NC(=O)CN2CCN(CC(=O)Nc3ccccc3Cl)CC2)c1 | 1.5 | -5 | 1.1 | 2 | 0 | -1.8 | 9.4 | 1.6 | 1.4
CC(C)[C@H](NC(=O)N1c2ccccc2NC(=O)[C@@H]1C(C)C)C(=O)N[C@@H](Cc1ccccc1)C(=O)O | -0.5 | 4 | -9.6 | 0 | 0 | -2.7 | 0.0 | -0.8 | 0.4
CC(C)CNS(=O)(=O)c1cc(C(=O)OCC(=O)c2ccc3c(c2)OCCO3)c(Cl)cc1Cl | 1.3 | 2 | 1.2 | -1 | 24 | -0.1 | . | 0.6 | -1.1
CN(C)c1cc(-c2cccc(C(F)(F)F)c2)oc(=O)c1Cl | -0.2 | 18 | 0.0 | -3 | -8 | -0.4 | -0.2 | -2.1 | -0.3
Cc1cccc(OCc2nnc(SCC(=O)N3c4ccccc4CCc4ccccc43)o2)c1 | -0.4 | 23 | 0.7 | -6 | 14 | -1.1 | -0.8 | -2.3 | 0.5
O=C(Cn1c(=O)c(C(F)(F)F)nc2ccccc21)N1CCC2(CC1)OCCO2 | -4.2 | 5 | 0.6 | 6 | 5 | -1.6 | -0.7 | 1.0 | 0.1
Cc1ccc(-c2c(C(=O)NCc3ccc(F)cc3)oc(=O)c3ccccc23)cc1 | -0.3 | 8 | . | 0 | 31 | -2.2 | -1.3 | 0.8 | 0.0
CN(C)C(=O)c1ccc(NC(=O)COC(=O)c2cc3c(s2)CCCCC3)cc1 | -0.6 | -7 | 1.6 | -1 | 21 | -5.1 | -1.0 | -0.3 | 0.9
COc1ccc(-n2cc(C(=O)O)c3ccccc3c2=O)cc1 | i | 11 | 1.2 | -1 | 5 | 0.6 | -0.3 | -1.1 | -0.6
COc1ccc(CCN2C(=O)C3CC(C)=C(C)CC3C2=O)cc1OC (stereo unspecified) | . | -1 | . | 3 | -2 | -3.2 | -0.8 | 1.9 | 0.8
Cc1c(C(=O)Nc2nnc(C(F)(F)F)s2)oc2ccccc12 | -0.2 | -6 | 3.1 | 3 | 1 | -0.1 | 0.0 | -0.3 | 1.9
Nc1cc2nc3ccccc3oc-2cc1=O | -0.7 | 7 | -1.3 | 2 | -14 | 3.3 | 1.7 | -0.3 | 376*
CC1(C)CC(NC(=O)COc2ccc3ccccc3c2)CC(C)(C)N1 | i | 3 | . | 2 | -15 | -3.4 | -1.5 | -1.3 | -1.1
Cc1ccc(F)cc1NS(=O)(=O)c1ccc(Cl)s1 | i | 2 | . | 0 | 1 | 0.3 | -0.6 | 0.7 | -0.1
Cn1cc(C(=O)c2ccc(Cl)cc2)cc1-c1nc2ccccc2n1C | 7.3 | 5 | . | -1 | 23 | -4.2 | -1.8 | -0.8 | 12

Another view of part of the listing above.
The line under a structure holds: Vc quorum ag, GDH-TPI counter, TcdB inh, Mtb FBA inh, Y pestis TopoI, FadD28 FP inh, Mtb BioA inh, Mtb UGM inh, PfHsp40 rescue
COc1ccc(-n2cc(C(=O)O)c3ccccc3c2=O)cc1
  i, 11, 1.2, -1, 5, 0.6, -0.3, -1.1, -0.6
COc1ccc(CCN2C(=O)C3CC(C)=C(C)CC3C2=O)cc1OC (stereo unspecified)
  ., -1, ., 3, -2, -3.2, -0.8, 1.9, 0.8
Cc1c(C(=O)Nc2nnc(C(F)(F)F)s2)oc2ccccc12
  -0.2, -6, 3.1, 3, 1, -0.1, 0.0, -0.3, 1.9

Carrying on.
SMILES | Vc quorum ag | GDH-TPI counter | TcdB inh | Mtb FBA inh | Y pestis TopoI | FadD28 FP inh | Mtb BioA inh | Mtb UGM inh | PfHsp40 rescue
O=C(CSc1nnc(-c2ccc(S(=O)(=O)N3CCCC3)cc2)o1)NCC1CCCO1 (stereo unspecified) | 0.9 | 2 | 1.9 | 1 | 7 | -3.1 | . | -2.4 | -2.1
O=c1[nH]cnc2c1C(c1ccc(Cl)cc1)c1c(nc[nH]c1=O)O2 | -0.1 | 21 | . | 0 | 2 | -0.5 | -2.2 | 1.6 | 0.2
O=C1CS/C(=N/N=C/c2ccccc2)N1Cc1ccco1 | -0.8 | 15 | 1.3 | 1 | 9 | -2.5 | . | -0.1 | -0.6
COc1ccc(-c2nc(C#N)c(N3CCN(c4ccccc4)CC3)o2)cc1 | -0.3 | -2 | 3.0 | 1 | -3 | -4.0 | -0.7 | -5.2 | 0.7
Cc1nc2[nH]c(=O)c3c(n2n1)NC1=C(C(=O)CC(C)(C)C1)C3c1ccc(F)cc1 (stereo unspecified) | -0.3 | -2 | . | 4 | 2 | -0.9 | -2.3 | -4.2 | -0.2
COc1ccccc1N=NNc1ccccc1OC | i | 12 | 7.8 | -21 | -17 | -2.2 | 3.1 | . | .
Cc1cccc(Cc2nnc(CCC(=O)NCc3ccncc3C)o2)c1 | -0.2 | -2 | 1.1 | 2 | -2 | -0.1 | -0.3 | -1.3 | 2.5
CC(Oc1ccccc1F)C(=O)/C=C/N(C)C (stereo unspecified) | -0.4 | 4 | 0.7 | -1 | 2 | -2.7 | . | -0.3 | 0.4
Cc1cccc(NC(=O)c2cccs2)n1 | -0.7 | 7 | . | 0 | -3 | -2.2 | -0.4 | 0.7 | 0.9
CC(=O)Nc1ccc(S(=O)(=O)Nc2ccc3c(c2)OCCO3)cc1Cl | i | -2 | 1.3 | -1 | 3 | -0.7 | 0.2 | -1.5 | -1.3
Nc1ncnc(Nc2c(F)cccc2F)n1 | -0.9 | 1 | 0.5 | 0 | -4 | -0.5 | . | 2.5 | -0.4
COc1cccc(C(=O)N/N=C/c2cn[nH]c2-c2ccc(OC)cc2OC)c1 | 0.7 | 17 | . | 0 | 4 | -2.1 | 0.0 | 0.4 | -1.5
COc1ccc(CNC(=O)COC(=O)c2ccccc2C(=O)c2ccccc2)cc1 | -0.4 | 1 | 0.2 | 3 | 22 | -1.7 | . | 1.7 | -1.2
c1ccc(-n2c(Cc3cn4ccsc4n3)nnc2N2CCOCC2)cc1 | 0.9 | 1 | . | -6 | -11 | -2.5 | 0.1 | -0.2 | -1.0
O=C(CNS(=O)(=O)c1ccc(Br)s1)Nc1ccc2c(c1)OCCO2 | -0.5 | -10 | . | 1 | -8 | 2.3 | 3.3 | 3.2 | 0.8
O=C(NC(Cc1ccccc1)c1nc2ccccc2[nH]1)C1CC(=O)N(c2ccc3c(c2)OCCO3)C1 (stereo unspecified) | i | -4 | . | -6 | 1 | 0.0 | -3.0 | -1.1 | 0.9
CCOCCCNCC(=O)Nc1ccccc1N1CCOCC1 | -2.9 | 5 | . | 2 | -1 | -0.1 | 1.9 | 1.6 | 0.1
O=C(NC(=O)N1CCN(C(c2ccccc2)c2ccccc2)CC1)c1ccccc1 | -0.7 | 10 | 1.0 | -2 | 25 | -0.7 | -1.2 | 0.7 | 1.6
CC(C)CNC(=O)c1cccc2c(-c3ccc(F)c(F)c3)coc12 | -0.4 | 2 | 0.4 | -1 | 43 | -3.0 | -0.2 | . | .
Cc1ccc(CNc2nc(-c3cccs3)nc3ccccc23)cc1 | -2.3 | 12 | -0.7 | 0 | -11 | 0.0 | -1.5 | 0.9 | -1.3
NNC(=S)NC1CCS(=O)(=O)C1 (stereo unspecified) | i | 3 | -1.9 | -1 | 3 | -0.3 | -0.6 | -2.7 | .
CCCCC(=O)NS(=O)(=O)c1ccc(N=NN2CCCCC2)cc1 | -1.0 | 25 | 1.2 | 2 | 9 | 0.2 | -0.6 | -1.0 | -2.1
Cc1cc(C)cc(N(CCC#N)C(=O)COC(=O)Cn2[nH]c(=O)c3ccccc3c2=O)c1 | -8.3 | -6 | 0.6 | 0 | 28 | -3.8 | 1.5 | -1.4 | -0.2
O=C(C1CCCC1)N1CCC(CC2CC(c3ccc(Cl)cc3)=NO2)(C(=O)NCC2CCCCC2)CC1 (stereo unspecified) | 0.4 | 5 | 0.5 | -1 | 34 | -2.3 | 0.4 | 0.8 | 2.0

6 structures from above, ordered by number of heavy atoms, ascending.
SMILES | Vc quorum ag | GDH-TPI counter | TcdB inh | Mtb FBA inh | Y pestis TopoI | FadD28 FP inh | Mtb BioA inh | Mtb UGM inh | PfHsp40 rescue
Nc1cc2nc3ccccc3oc-2cc1=O | -0.7 | 7 | -1.3 | 2 | -14 | 3.3 | 1.7 | -0.3 | 376*
C=CCN=C1SC(C)(C)C(=O)N1S(=O)(=O)c1ccc(C)cc1 | -0.3 | 0 | 1.1 | 0 | 12 | -1.0 | -1.5 | -0.9 | -0.2
CC1(C)CC(NC(=O)COc2ccc3ccccc3c2)CC(C)(C)N1 | i | 3 | . | 2 | -15 | -3.4 | -1.5 | -1.3 | -1.1
Cc1cccc(Cc2nnc(CCC(=O)NCc3ccncc3C)o2)c1 | -0.2 | -2 | 1.1 | 2 | -2 | -0.1 | -0.3 | -1.3 | 2.5
O=C(Cn1c(=O)c(C(F)(F)F)nc2ccccc21)N1CCC2(CC1)OCCO2 | -4.2 | 5 | 0.6 | 6 | 5 | -1.6 | -0.7 | 1.0 | 0.1
O=C(NC(=O)N1CCN(C(c2ccccc2)c2ccccc2)CC1)c1ccccc1 | -0.7 | 10 | 1.0 | -2 | 25 | -0.7 | -1.2 | 0.7 | 1.6

Next part
SMILES | Vc quorum ag | GDH-TPI counter | TcdB inh | Mtb FBA inh | Y pestis TopoI | FadD28 FP inh | Mtb BioA inh | Mtb UGM inh | PfHsp40 rescue
CCOC(=O)c1ccccc1NC(=O)COC(=O)C1CCCC1 | -0.2 | 3 | -0.1 | -1 | 27 | -3.7 | 0.4 | -2.6 | 1.0
CC1=Nc2ccccc2/C1=C\c1nc(-c2ccc(C(F)(F)F)cc2)oc1O | 12 | 5 | -0.7 | 1 | 3 | ? | -2.0 | 12* | 0.3
CCOc1ccc(-c2c(=O)n(OCc3nc4ccccc4[nH]3)c3ccccc3[n+]2[O-])cc1 | -0.7 | 8 | -1.2 | 2 | 7 | -3.2 | . | -0.1 | -1.0
Cc1ccccc1Nc1nnc(SCC(=O)NC2CCCc3ccccc32)s1 (stereo unspecified) | -0.2 | -5 | . | 0 | 1 | -0.8 | -0.9 | . | 0.5
